Assay outcomes: PubChem BioAssay, The Scripps Research Institute Molecular Screening Center
sPLA2-III inh = Inhibits HGIII-sPLA2 liposome hydrolysis, primary screen. QFRET BODIPY PC-A2 liposome hydrolysis, fluorescence. inhibition, % at 12.2 µM. actives 0.56% (n = 370,000). AID 743126;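 active = inhibition above mean plus 3 SD of compounds lying within the high and low control bounds, cut at about 19% in these data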;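 note: 0% = median of test compound wells and 100% = no enzyme DMSO wells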
PLCb3 inh = inhibitors of human phospholipase C beta3; Q01970; Purified PLC-beta3, fluorogenic substrate, fluorescence; inhibition, % at 12.2 µM; actives 0.18% (n = 370,000); AID 720704; in the data active = inhibition above about 11%;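 note: 0% = median of compound wells on plate and 100% = full blocker control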
ssDAF12 agonist = activates DAF-12 receptor from parasite S. stercoralis; HEK293 ssDAF-12/GRIP1 lit1-tk-luc reporter, luminescence; % of 3 µM dafachronic acid response; activation, % at 6.8 µM; actives 1% (n = 370,000); AID 652126;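 active = activation above the mean over all tested compounds plus 3 SD, cut at about 0.9% in these data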;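 note: 0% = DMSO-only wells and 100% = 3 µM delta7-dafachronic acid wells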
hgDAF12 agonist = hgDAF-12 agonism, primary luciferase screen; HEK293 GAL4-hgDAF12 UAS-luciferase reporter, agonist luminescence; normalized to butyrate control; activation, % at 6.8 µM; actives 1.8% (n = 370,000);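 active = activation above a cutoff set at the mean of all screened compounds plus 3 SD, cut at about 10% in these data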;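 note: 0% = DMSO wells and 100% = sodium butyrate wells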
PLC-gamma1 inh = inhibitors of human phospholipase C gamma1; P19174; purified PLC-gamma1, fluorogenic substrate, fluorescence; inhibition, % at 12.2 µM; actives 0.84% (n = 370,000); in the data active = inhibition above about 9.5%
FXN GAA850 act = frataxin GAA850 promoter activation; HEK293 lucGAA850 FXN promoter luciferase reporter, 24 h; percent of 10 µM SAHA response; actives 0.56% (n = 360,000); activation, % at 6 µM; AID 540364;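 active = activation above the average of all compounds screened plus 3 SD, cutoff fixed separately per campaign, cut at about 7.5% in these data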;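 note: 0% = DMSO wells and 100% = 10 µM SAHA wells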
hcDAF-12 act = H. contortus DAF-12 activation, primary screen; HEK293 hcDAF-12 lit1-tk-luc reporter, luminescence; 0% DMSO, 100% Δ7-dafachronic acid; activation, % at 6.8 µM; actives 1.4% (n = 370,000); AID 652067;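 active = activation above the mean of all tested compounds plus 3 SD, cut at about 5.5% in these data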;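 note: 100% = response to 3 µM Δ7-dafachronic acid high control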
ADAM10 inh = inhibits human ADAM10; recombinant ADAM10, EDANS/DABCYL FRET peptide cleavage, 3 h; AID 720582; O14672; actives 0.62% (n = 370,000); inhibition, % at 7 µM;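 active = inhibition above a per-campaign cutoff equal to the mean of compounds falling between control-based bounds plus 3 SD, cut at about 20% in these data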;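 note: 0% = DMSO wells while the 100% control is not disclosed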
DAX1 inh-1 = inhibitors of human orphan nuclear receptor DAX1 (NR0B1); HEK293 Gal4-DAX1 luciferase reporter, luminescence; inhibition, % at 6.75 µM; actives 0.99% (n = 340,000); AID 504766;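 active = inhibition above the mean over all tested compounds plus 3 SD, cut at about 4.2% in these data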;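 note: 0% = DAX1-transfected cells with DMSO and 100% = empty-vector control cells with DMSO; inhibition shows as a rise in luminescence from relieved DAX1 repression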
Target sequence (P51843 207-470 limits assumed): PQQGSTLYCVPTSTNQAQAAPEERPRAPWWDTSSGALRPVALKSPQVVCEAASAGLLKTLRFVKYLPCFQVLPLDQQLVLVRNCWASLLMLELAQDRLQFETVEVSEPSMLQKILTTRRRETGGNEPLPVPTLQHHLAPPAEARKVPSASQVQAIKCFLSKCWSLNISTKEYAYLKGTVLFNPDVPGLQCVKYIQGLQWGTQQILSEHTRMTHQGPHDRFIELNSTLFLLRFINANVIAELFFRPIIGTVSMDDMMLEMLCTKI
DAX1 inh-2 = DAX1 (NR0B1) inhibition, primary screen; HEK293T StAR-luciferase reporter, SF-1/DAX-1 repression relief; AID 652010; actives 1.1% (n = 370,000); inhibition, % at 6.8 µM;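 active = inhibition above the mean over all tested compounds plus 3 SD, cut at about 3.6% in these data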;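 note: 0% = DAX-1 cells with DMSO and 100% = cells lacking DAX-1 with DMSO; higher inhibition means more luminescence from relief of DAX-1 repression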
ADAM17 inh = inhibitors of human ADAM17 | inhibition, % at 6.95 µM | recombinant ADAM17, EDANS/DABCYL FRET peptide cleavage | actives 0.83% (n = 370,000) | P78536;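 active = inhibition above the mean of compounds lying between control limits plus 3 SD, set per campaign, cut at about 8.5% in these data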;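 note: 0% = DMSO-only wells as the low control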
Target sequence (P78536 215-824 limits assumed): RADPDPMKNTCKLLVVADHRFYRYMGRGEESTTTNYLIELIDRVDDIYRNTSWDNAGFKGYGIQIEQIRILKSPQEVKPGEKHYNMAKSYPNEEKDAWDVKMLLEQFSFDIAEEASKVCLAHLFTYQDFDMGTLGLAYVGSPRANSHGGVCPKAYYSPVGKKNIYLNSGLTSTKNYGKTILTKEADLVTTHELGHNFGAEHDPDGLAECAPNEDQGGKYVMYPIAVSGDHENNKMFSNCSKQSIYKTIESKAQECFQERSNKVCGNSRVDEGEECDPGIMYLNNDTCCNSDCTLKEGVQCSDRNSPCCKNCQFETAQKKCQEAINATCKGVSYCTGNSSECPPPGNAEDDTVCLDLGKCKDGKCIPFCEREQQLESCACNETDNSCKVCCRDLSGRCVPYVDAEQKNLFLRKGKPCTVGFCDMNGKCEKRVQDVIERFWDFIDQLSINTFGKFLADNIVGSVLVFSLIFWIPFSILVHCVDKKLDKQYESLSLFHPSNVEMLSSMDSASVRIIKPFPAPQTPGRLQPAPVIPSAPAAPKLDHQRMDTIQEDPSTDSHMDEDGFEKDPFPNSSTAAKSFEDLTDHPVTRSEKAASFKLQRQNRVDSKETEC
Numbers without * were called inactive; i = inactive; nt = not tested or not shown.

Each structure is followed by: sPLA2-III inh, PLCb3 inh, ssDAF12 agonist, hgDAF12 agonist, PLC-gamma1 inh, FXN GAA850 act, hcDAF-12 act, ADAM10 inh, DAX1 inh-1, DAX1 inh-2, ADAM17 inh
1	CCOC(=O)[C@]12CCCC=C1N(Cc1ccc(Cl)cc1Cl)C(=O)[C@H](CC(=O)N1CCCCC1)C2
  -3, 4, -0.9, 1.1, 7, nt, 0.1, 13, nt, -1.1, 3
2	O=C(NC(=O)c1ccccc1N1CCCCC1)Nc1ccc(Br)cc1
  3, -4, -1.6, -1.5, 2, -0.6, -1.5, -4, -1.0, 0.0, 0
3	CC(=O)CC(C)(C)S(=O)(=O)c1ccc(NC(C)=O)cc1
  2, -1, -1.6, -2.0, -1, -0.6, -0.3, -5, 0.2, 0.3, -2
4	COc1ccc(NC(=O)NCCN2CCN(c3ccc(C)cc3)CC2)c(Cl)c1
  15, -11, -1.3, -1.5, 7, -2.0, -1.9, -11, 0.6, -0.5, -8
5	Cc1ccc2[nH]c3c(c2c1)CNCC3
  1, 2, -0.9, -0.1, 1, 0.3, -0.2, -1, 1.3, 0.1, -2
6	Cc1cc(OCC(=O)Nc2ccncc2)cc(C)c1Br
  -16, -1, -2.0, -4.1, 0, -1.6, -4.2, 0, -3.7, -2.8, -3
7	C=CCN=C1NC(c2ccccc2C(F)(F)F)C(C(=O)OC)=C(C)N1Cc1ccccc1C(F)(F)F (stereo unspecified)
  0, 1, -0.7, -1.0, -1, nt, 1.2, -2, nt, 0.0, 0
8	O=C(O)c1ccc(N2CCN(c3ccc(Cl)cc3)CC2)c([N+](=O)[O-])c1
  -11, 0, -0.9, -0.1, 4, 0.3, -1.8, 5, -0.2, 0.1, 0
9	COc1ccc(C2C3CCCCC3(O)CCN2C(=O)c2cccs2)cc1 (stereo unspecified)
  -4, -1, -0.9, -4.8, 3, 3.3, -0.9, 3, 0.8, -0.3, 1
10	COc1ccccc1CNS(=O)(=O)CCNC1CCCCC1
  -5, 3, -1.1, 1.5, 4, -0.6, -0.5, -2, 0.8, -0.5, 0
11	CCc1cccc(CC)c1N1C(=O)c2cc(N3CCOCC3)c([N+](=O)[O-])cc2C1=O
  6, 0, -1.7, -1.5, -1, 1.1, 0.4, -4, 1.4, -0.4, -1
12	CC(C)(C)OC(=O)C[C@@H]1C/C=C\C[C@H](CC(=O)N(CCO)Cc2ccccc2)C(=O)NC[C@@H](c2ccccc2)OC1=O
  -5, 2, -1.6, -0.4, 2, 0.4, -1.8, -3, -0.2, -0.1, -4
13	CCOC(=O)C1(C(=O)OCC)C(C)CC(=O)N1c1ccccc1OC (stereo unspecified)
  8, 5, -0.7, 4.6, -29, 1.6, 3.6, -9, -0.8, 0.5, -2
14	COc1ccc(-c2cc(C)no2)cc1S(=O)(=O)Nc1cccc(C)c1
  -23, -9, -1.2, -0.4, -2, 0.7, -1.6, 1, -0.1, -2.6, 1
15	Cc1nonc1OCCNCCNc1ccc([N+](=O)[O-])cc1Cl
  -8, 3, -1.4, -1.4, 5, 0.2, -1.2, 2, -0.7, 0.1, 1
16	COc1ccc(CNc2ncnc3c2[nH]c2cc(OC)c(OC)cc23)cc1
  -11, -131, -1.4, -0.8, -102, 0.4, -2.6, -138, 0.2, -0.7, -48
17	COc1ccc(/C=N\NC(=O)Cc2cccn2C)cc1OCc1ccccc1
  -15, -11, -1.1, 4.7, -4, nt, -1.2, 10, nt, -2.4, 6
18	COc1ccccc1/C=N/N1CCN(c2ccc(Cl)cc2)CC1
  2, -2, -1.8, -1.6, 4, 0.5, -2.7, 13, 0.1, -0.5, 0
19	N#Cc1ccc(C(=O)N2CCN(S(=O)(=O)c3ccc(Br)s3)CC2)cc1
  -1, 0, -0.6, -3.9, 3, 0.7, -1.2, 3, 0.3, -0.6, 1
20	CC(SC1=NCCN1S(=O)(=O)c1ccc(F)cc1)c1ccccc1 (stereo unspecified)
  -12, -7, -1.2, -3.2, 0, 0.8, -2.8, 5, -0.4, -1.2, 1
21	COC(=O)C1=C(C)N(Cc2ccccc2)C(=NCc2ccc(OC)cc2)N[C@H]1c1cccc(F)c1
  -5, 3, -1.4, -3.9, 0, -10, -0.6, -2, 0.6, -0.3, 3
22	CCc1ccc(CN2CCCC(CNS(=O)(=O)c3ccc(OC)cc3)C2)cc1 (stereo unspecified)
  -24, 0, -0.6, 0.2, 1, 2.2, -1.6, 1, -1.4, 0.3, -2
23	Cc1c(/C=N/Nc2nc3ccccc3[nH]2)c2ccccc2n1C
  6, -32, -2.1, -3.3, -21, 5.7, -0.5, -1, -2.1, -1.2, -3
24	CCn1cc(C2C(C(=O)Nc3ccc(Br)cn3)=C(C)NC3=C2C(=O)CCC3)c(C)n1 (stereo unspecified)
  9, -332, -1.6, -0.3, -318, 0.7, -0.1, i, -1.5, 0.6, -206
25	S=C(NCc1ccccn1)Nc1ccc(Cl)cc1Cl
  0, 0, -0.8, 0.4, -1, -0.5, 1.2, 8, 1.5, 0.1, -2
26	CCOC(=O)C1=C(C)NC(C)=C(C(=O)OCC)C1C(=O)OCC(=O)NCc1ccccc1
  -8, -109, -1.0, 0.1, -86, 0.9, 1.2, -137, -0.3, -1.4, -35
27	C#CCCc1ccccc1/C=[N+](/C)[O-]
  0, -13, -0.4, -1.9, -13, -1.6, 4.0, -21, 1.2, -0.8, -7
28	O=P(O)(Cc1ccccc1)Cc1ccccc1
  4, 4, -1.3, 2.0, 8, -0.6, -1.4, 2, 4.0, 0.0, -2
29	Fc1ccc(C2CC(c3ccco3)n3ncnc3N2)cc1 (stereo unspecified)
  -2, -1, -0.9, -1.2, -2, 1.0, 0.5, -29, 0.5, -0.8, -7
30	O=C(CN1CCN(c2ccc(F)cc2)CC1)N(C1CCCC1)C1CCS(=O)(=O)C1 (stereo unspecified)
  9, -8, -1.1, -0.7, 1, 0.3, 0.7, -11, 0.8, -0.1, -4
31	Cc1csc(SC(C)C(=O)NC2CCCCC2C)n1 (stereo unspecified)
  6, -8, -0.9, -0.5, 0, 0.6, -0.8, -10, -0.9, -0.5, -4
32	COc1ccc(CNc2nc3nc4c(c(=O)n3[nH]2)CCC4)cc1
  1, -1, -1.1, -0.8, 0, -0.3, 0.1, -1, 0.1, 0.0, -4
33	CCN1CCN(c2nc(-c3ccccc3)nc3ccccc23)CC1
  3, -2, -1.7, 2.4, -2, 3.5, 0.0, -6, -0.4, -0.4, 0
34	CCOC(=O)C1=CCN(S(=O)(=O)c2ccc(Br)cc2)C1c1ccc(Br)cc1 (stereo unspecified)
  -1, -11, -1.4, 0.1, -4, nt, 0.6, -7, nt, -1.4, 4
35	COc1ccc(CNc2nc(S(=O)(=O)c3ccccc3)c(Cl)s2)cc1OC
  -27, 8, -2.4, -9.6, 5, -0.7, -2.3, 11, -3.3, -2.4, 6
36	CCOC(=O)c1ccccc1-n1c(C)cc(C2N=C(N)Nc3nc4ccccc4n32)c1C (stereo unspecified)
  3, -9, -1.0, 0.3, -6, -0.6, -1.7, -1, 0.9, -0.1, 6
37	Cc1cccc(N(C)C(=O)c2cc(S(=O)(=O)N3CCc4ccccc43)cn2C)c1
  -1, -2, -1.1, -0.8, -1, -1.1, 0.8, -5, 0.2, -1.5, -5
38	O=C(NCc1cccs1)c1cc(-c2ccccc2)on1
  -3, 3, 0.0, 16*, 2, 2.9, 2.8, 1, 3.0, 2.8, -2
39	CNc1ccc(Br)cc(C(=O)/C=C/c2ccc3c(c2)OCO3)c1=O
  -7, -69, -0.7, 0.1, -61, 1.3, -1.2, -25, 0.4, -0.7, -11
40	CC(C)CNC(=O)COC(=O)c1c2c(nc3ccccc13)/C(=C\c1cccs1)CC2
  -8, i, -0.9, -1.0, i, 1.0, -2.2, -26, -1.6, -6.0, -10
41	CCc1cc(=O)[nH]c(SCC(=O)N2CCOCC2)n1
  0, 0, -0.9, 1.0, 0, -0.6, -1.2, -2, 0.4, -1.5, -2
42	COc1ccc(NC(=S)N2CCOCC2)c(OC)c1
  5, 4, -0.8, 0.8, -1, 0.9, -2.2, 4, -0.8, -0.3, 4
43	COc1ccc(CN(CCc2ccccc2)Cc2ccccc2)cc1OC
  -17, -4, -1.6, 1.0, 4, 0.9, -0.7, 15, -1.0, -0.5, 4
44	O=C1CCC(=O)N1c1ccc(-c2nc3ccccc3s2)cc1
  -1, 2, 0.1, 4.4, 2, -0.6, 7.3*, -41, 2.7, 2.7, -13
45	CN(CC(=O)Nc1ccccc1Cl)C(=O)c1ccc(Cl)c(S(=O)(=O)N2CCCCCC2)c1
  -12, 0, -1.2, -1.3, 0, 0.1, -2.1, 4, -1.1, -2.8, -2
46	Cc1ccc(NC(=O)c2cccs2)cc1
  2, -2, -0.5, 8.8, -1, 2.3, 4.3, -5, 1.6, 2.0, -4

Four entries from above, sorted by number of heavy atoms, high to low:
Each structure is followed by: sPLA2-III inh, PLCb3 inh, ssDAF12 agonist, hgDAF12 agonist, PLC-gamma1 inh, FXN GAA850 act, hcDAF-12 act, ADAM10 inh, DAX1 inh-1, DAX1 inh-2, ADAM17 inh
26	CCOC(=O)C1=C(C)NC(C)=C(C(=O)OCC)C1C(=O)OCC(=O)NCc1ccccc1
  -8, -109, -1.0, 0.1, -86, 0.9, 1.2, -137, -0.3, -1.4, -35
14	COc1ccc(-c2cc(C)no2)cc1S(=O)(=O)Nc1cccc(C)c1
  -23, -9, -1.2, -0.4, -2, 0.7, -1.6, 1, -0.1, -2.6, 1
23	Cc1c(/C=N/Nc2nc3ccccc3[nH]2)c2ccccc2n1C
  6, -32, -2.1, -3.3, -21, 5.7, -0.5, -1, -2.1, -1.2, -3
46	Cc1ccc(NC(=O)c2cccs2)cc1
  2, -2, -0.5, 8.8, -1, 2.3, 4.3, -5, 1.6, 2.0, -4

Outcome played no part in choosing rows. Share with any hit: about 6.9%.
